NPSR antag: neuropeptide S receptor (human) antagonism, cAMP. Q6W5P4. CHO-NPSR cells, cAMP TR-FRET, antagonist mode. Potency, µM (top dose mostly 38.3 µM), for inactives: top-dose activity change, negative = inhibition, usual class: inhibitors. 1% of 220,000 active. AID 1461; also: % is scaled to controls: 0 for no effect and ±100 for the full control effect; nearly all actives have a fitted effect of over 50% in size; many of its hits are not listed in these tables
Tau fluor counter: counter-screen for tau fibril formation inhibitors. tau K18 P301L (four-repeat tau fragment) Alexa594 fluorescence, heparin fibrillization. Potency, µM (titrated, usually from 57.7 µM), inactives show top-dose activity change, negative = decrease. 0.93% of 280,000 active. AID 1463; also: % is scaled to controls: 0 for no effect and ±100 for the full control effect; nearly all actives have a fitted effect of over 55% in size
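Human K18 P301L tau (15 uM unlabeled plus 0.24 uM Alexa 594-labeled, final) in 100 mM sodium acetate pH 7 was mixed with compound and 20 uM heparin and incubated 6 hr at 37 C.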
GAA inh: inhibitors of human lysosomal alpha-glucosidase; P10253; purified human GAA, 4-MU-alpha-glucoside fluorescence; Potency, µM (titrated, usually from 76.9 µM), for the others: at the top dose activity change, negative = inhibition, usual class: inhibitors; 0.005% of 200,000 active; AID 1466;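 also: plate controls were uninhibited enzyme wells for no effect and no-enzyme background for full effect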
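Read-out is 4-methylumbelliferone fluorescence (Ex 365/Em 440 nm) after NaOH/glycine stop at pH 10. Enzyme 4 nM, substrate 400 uM, pH 5.0 citrate buffer, 20 min room temperature; AC50 from Hill-equation concentration-response.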
ALDH1A1 block: inhibitors of human aldehyde dehydrogenase 1A1; AID 1030; 7.3% of 220,000 active; P00352; Purified ALDH1A1, NADH fluorescence, propionaldehyde substrate; Potency, µM (doses to about 75.3 µM), inactives show at the highest dose activity, negative = inhibition, usual class: inhibitors; active = well fitted inhibition curve with a large enough effect, not every such curve was filed as active; inconclusive = small, poorly fitted or top-dose-only effect, or another doubt; inactive = no such curve, though single readings can be large or run the other way;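 also: plate controls were no enzyme wells and a reference inhibitor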
Target sequence (P00352 whole entry, looked up): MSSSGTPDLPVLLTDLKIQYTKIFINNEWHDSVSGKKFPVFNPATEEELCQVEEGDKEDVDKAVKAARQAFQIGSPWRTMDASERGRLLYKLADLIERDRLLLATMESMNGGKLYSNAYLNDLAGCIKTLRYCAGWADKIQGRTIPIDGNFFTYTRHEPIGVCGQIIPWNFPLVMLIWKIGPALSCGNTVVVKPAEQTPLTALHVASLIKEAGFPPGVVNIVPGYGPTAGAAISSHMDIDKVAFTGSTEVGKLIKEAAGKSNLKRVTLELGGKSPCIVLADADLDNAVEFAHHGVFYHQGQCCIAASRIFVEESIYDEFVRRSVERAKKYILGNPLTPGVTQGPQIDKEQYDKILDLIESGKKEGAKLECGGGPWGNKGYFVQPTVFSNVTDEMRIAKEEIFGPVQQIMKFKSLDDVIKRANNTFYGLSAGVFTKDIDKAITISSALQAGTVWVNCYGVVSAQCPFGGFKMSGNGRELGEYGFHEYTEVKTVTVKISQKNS
aGlu spleen mod: inhibitors or activators of human alpha-glucosidase in spleen homogenate; P10253; human spleen homogenate, 4-MU-alpha-glucoside fluorescence; Potency, µM (titrated, usually from 79.9 µM), without a hit: at the highest dose activity change, negative = inhibition, usual class: inhibitors; 0.006% of 240,000 active; AID 2112;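 also: 0% = enzyme with vehicle and -100% = no enzyme basal signal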
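Human spleen homogenate (1 ug) incubated with compounds and 1 mM 4-methylumbelliferyl-alpha-D-glucopyranoside in pH 5.0 citrate/phosphate buffer, 37 C, 40 min. Stopped at pH 10; 4-MU fluorescence (Ex 365/Em 440 nm); AC50 by Hill fit.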
Epigenetic derep: epigenetic control regulation, reporter derepression; murine LDR cells, GFP reporter derepression, 30 h; Potency, µM (highest dose often 53.9 µM), for inactives: at the top dose GFP activation, most hits filed as activators; 0.2% of 280,000 active; AID 1865; also: % of control where 0% means no effect; nearly all actives have a fitted effect of over 60% in size
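Derepression of a silenced CMV-GFP reporter in murine LDR cells is scored by enumerating GFP-positive cells with a laser-scanning microplate cytometer after 30 hours of treatment at 37 C.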
GLA spleen mod: inhibitors or activators of human alpha-galactosidase in spleen homogenate. P06280. human spleen homogenate, 4MU-alpha-Gal fluorescence, 40 min. Potency, µM (highest dose often 80 µM), for the others: at the highest dose activity change, negative = inhibition, hits mostly inhibitors. 0.008% of 240,000 active;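 also: 0% = enzyme with vehicle and -100% = no enzyme basal signal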
Target sequence (P06280 32-429 limits assumed): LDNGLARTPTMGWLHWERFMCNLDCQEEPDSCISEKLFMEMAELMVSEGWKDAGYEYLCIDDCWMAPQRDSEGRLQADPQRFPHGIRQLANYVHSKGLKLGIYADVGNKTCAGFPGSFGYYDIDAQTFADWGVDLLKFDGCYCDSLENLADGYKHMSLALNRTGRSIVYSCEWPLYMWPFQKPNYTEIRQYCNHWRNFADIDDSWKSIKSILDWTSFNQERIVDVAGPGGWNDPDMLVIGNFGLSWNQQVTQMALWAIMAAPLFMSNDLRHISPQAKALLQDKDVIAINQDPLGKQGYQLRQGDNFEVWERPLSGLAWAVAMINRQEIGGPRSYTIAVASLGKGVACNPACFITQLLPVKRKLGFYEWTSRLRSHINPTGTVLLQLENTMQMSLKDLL
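qHTS titration in buffer at pH 5.0. Alpha-galactosidase activity in spleen homogenate was measured via 4-methylumbelliferone release from 1 mM fluorogenic substrate after 40 min at 37C and a pH 10 stop. AC50 came from Hill fits of control-normalized data.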
GAA glycogen mod: inhibitors or activators of human alpha-glucosidase glycogen cleavage; 0.38% of 300,000 active; Potency, µM (highest dose often 76.4 µM), for the others: top-dose activity change, negative = inhibition, most hits filed as inhibitors; recombinant GAA, glycogen substrate, Amplex Red glucose oxidase fluorescence;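 also: 0% = full enzyme reaction and -100% = no-enzyme basal signal; the screen sought inhibitors and activators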
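Recombinant enzyme (4 nM final) with compounds titrated up to 77 uM and bovine liver glycogen (30 ug) in citrate pH 5.0, 0.01% Tween-20, 37 C 40 min. Released glucose detected by Amplex Red/glucose oxidase (Ex 573/Em 610); AC50 from Hill fits.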
Starred values were filed as active, the others as inactive; ? = inconclusive; / = not tested or not shown; & = joins results of further samples; [ ] = another dose, or the depositor's remark. Unless noted, calls follow the shape of the dose curve; as a rule, active = well fitted curve in the direction sought with a large enough effect; inconclusive = small, poorly fitted or top-dose-only effect, or another doubt; inactive = no such curve, though single readings can be large; an effect the other way counts as inactive or inconclusive. Potency is read from the fitted curve at half-maximal effect. Only part of the results is shown; the hit share may differ from the screen's.

Every second line gives: NPSR antag	Tau fluor counter	GAA inh	ALDH1A1 block	aGlu spleen mod	Epigenetic derep	GLA spleen mod	GAA glycogen mod
- CCN1CCN(C(CNS(=O)(=O)c2cccs2)c2cccnc2)CC1 (configuration not stated)
  10%	11%	/	/	3%	-1.0%	2%	-1%
- Cc1ccc(OCCOCCNC(C)(C)C)c([N+](=O)[O-])c1
  17%	-10%	-2%	-5%	-4%	-1.0%	-2%	-1%
- CCOC(=O)CC1=C(C(=O)OCC)C(c2ccc(OC)c(OC)c2)C(C#N)=C(N)O1 (configuration not stated)
  -16%[46.1 µM]	-5%	5%	-10%	-30%	1.1%	17%	-7%
- Cc1nc2ccc(S(=O)(=O)NC(C(=O)Nc3nc4ccc(Cl)cc4s3)C(C)C)cc2s1 (configuration not stated)
  -23%[46.1 µM]	-10%	-6%	4%	-1%	6.6%	1%	5%
- Cc1ccc(CNC(=O)CN(C)S(=O)(=O)c2cccs2)cc1
  4%	-8%	-7%	6%	-5%	-3.1%	-6%	0%
- CCOC(=O)C(C)(C)Oc1ccc(Cl)cc1
  -10%[46.1 µM]	-5%&-6%&-6%&-2%	/	-10%&-13%&1%&2%	-9%&-4%&-12%&3%	0.0%&0.0%&3.1%&-0.3%	-12%&3%&-4%&-4%	/
- Cc1cc(CN(C)C(=O)CC2C(=O)NCCN2Cc2c(F)cccc2Cl)n[nH]1 (configuration not stated)
  -25%	5%	-1%	16µM*	-3%	-3.2%	0%	5%
- CC(=O)N1CCN(c2ccc(NCc3ccc(C)cc3)cc2)CC1
  -7%[46.1 µM]	-20%	-9%	?	-3%	-0.7%	9%	20µM*
- CCOc1ccc(CCNC(=O)CSc2cc(=O)n(C)c3cc(Cl)ccc23)cc1OCC
  -41%	-9%&-4%	6%	29%	-16%	-0.8%&-1.0%	-17%	22%[76.3 µM]
- Cc1ccccc1CN1CCNC(=O)C1CC(=O)O (configuration not stated)
  -3%[46.1 µM]	2%	1%	?	0%	0.0%	2%	3%
- O=C(CN1CCN(Cc2ccccc2F)C1=O)NCc1ccco1
  -1%[46.1 µM]	-2%	-4%	0%	-13%	-7.1%	7%	4%
- CCn1cc(C(=O)OCc2cccc(Br)c2)c(=O)c2ccc(C)nc21
  -22%[46.1 µM]	1%	-2%	7%	0%	0.0%	3%	3%
- CC/C(=N\Nc1ccc([N+](=O)[O-])cc1)c1ccccc1
  -41%	?	-7%	?	0%	4.0%	2%	?
- CC(C)OCCCNc1ncnc2c1cnn2-c1ccccc1
  9%[46.1 µM]	-12%	-12%[15.4 µM]	3%	-2%	-1.1%	-6%	?
- CCN(CC)CCCN(Cc1cc2cc3c(cc2[nH]c1=O)OCO3)C(=S)NCc1ccco1
  6%	-17%	?	?	4%	2.7%	?	9%
- Cc1ccc(-n2ncc3c(SCc4cccnc4)ncnc32)c(C)c1
  -27%	-5%	-13%	1%	-2%	-2.0%	6%	0%
- CCc1cccc(NC(=S)N2CCC(c3ccccc3)C2)c1 (configuration not stated)
  -18%	-25%	-11%	1%	-3%	-0.3%	-2%	4%
- COc1ccc(NC(=O)CSc2nnc(-c3ccccc3)n2Cc2ccco2)cc1OC
  -10%[46.1 µM]	-22%	-6%	-4%	4%	-1.2%	12%	-4%
- C/C(=N\Nc1nc2ccccc2[nH]1)c1ccc(C)o1
  -34%	-23%	-3%	8%	-16%	0.0%	-18%	?
- Cc1ccc2nc(-c3ccccn3)oc2c1
  14%[46.1 µM]	1%	-6%	?	-4%	-0.7%	-4%	8%
- O=C1NC(c2ccccc2)=N/C1=C/c1ccco1
  -6%	-2%	-1%	18µM*	11%	-1.0%	18%	11%
- COC(=O)c1ccc(-c2ccc(F)cc2)nc1C
  12%	-1%	-1%	5%	4%	3.2%	2%	-24%
- N#Cc1cc2c(nc1S(=O)(=O)Cc1ccccc1)CCCC2
  -13%	2%	1%	?	-1%	-3.4%	-7%	-2%
- C=CCn1c(C)cc(C2=NNC(=NCc3ccccc3)SC2)c1C
  -52%	?	3%	?	-5%	2.9%	-6%	-8%
- Cc1ccc(C)c(NC(=O)CS(=O)(=O)c2cn(C)c3ccccc23)c1
  12%	4%	-3%	20%	-4%	-1.1%	?	-2%
- c1ccc(Cn2c(NCc3ccccn3)nc3ccccc32)cc1
  -5%	-10%	-4%	-5%	-18%	1.1%	0%	6%
- CCOC(=O)N1CCc2c(sc3nc4n(c(=O)c23)N=C(C)CS4)C1
  -10%[46.1 µM]	-7%	3%	?	-4%	-1.1%	4%	-7%
- O=c1[nH]c2ccc(Br)cc2c(-c2ccccc2)c1N1CCOCC1
  -18%[46.1 µM]	-15%	-8%	?	-4%	0.0%	-4%	3%
- COC(=O)[C@H]1C[C@@H]1[C@H](N)c1ccccc1
  /	-4%	/	-1%	-6%	2.0%	-1%	-7%[76.3 µM]
- Cc1c(Br)c([N+](=O)[O-])nn1CC(=O)NCc1ccco1
  21%	-2%	-4%	0%	0%	0.0%	1%	10%

In the list so far, 6 contain a furan ring, fused or not.
Every second line gives: NPSR antag	Tau fluor counter	GAA inh	ALDH1A1 block	aGlu spleen mod	Epigenetic derep	GLA spleen mod	GAA glycogen mod
- O=C(CN1CCN(Cc2ccccc2F)C1=O)NCc1ccco1
  -1%[46.1 µM]	-2%	-4%	0%	-13%	-7.1%	7%	4%
- CCN(CC)CCCN(Cc1cc2cc3c(cc2[nH]c1=O)OCO3)C(=S)NCc1ccco1
  6%	-17%	?	?	4%	2.7%	?	9%
- COc1ccc(NC(=O)CSc2nnc(-c3ccccc3)n2Cc2ccco2)cc1OC
  -10%[46.1 µM]	-22%	-6%	-4%	4%	-1.2%	12%	-4%
- C/C(=N\Nc1nc2ccccc2[nH]1)c1ccc(C)o1
  -34%	-23%	-3%	8%	-16%	0.0%	-18%	?
- O=C1NC(c2ccccc2)=N/C1=C/c1ccco1
  -6%	-2%	-1%	18µM*	11%	-1.0%	18%	11%
- Cc1c(Br)c([N+](=O)[O-])nn1CC(=O)NCc1ccco1
  21%	-2%	-4%	0%	0%	0.0%	1%	10%

The results go on.
Every second line gives: NPSR antag	Tau fluor counter	GAA inh	ALDH1A1 block	aGlu spleen mod	Epigenetic derep	GLA spleen mod	GAA glycogen mod
- COCCNC(=O)C(c1cccs1)N(C(=O)Cn1nnc2ccccc21)c1ccc2c(c1)OCO2 (configuration not stated)
  -16%[46.1 µM]	-4%	-8%	?	-2%	-4.7%	1%	-13%
- COC(=O)c1ccc(COc2cccc(OC)c2)o1
  2%[46.1 µM]	4%	2%	4%	-6%	0.0%	-1%	-3%
- CCOc1ccc(OCCOCCN2CCc3ccccc3C2)cc1
  2%[46.1 µM]	-1%	-5%	-13%	-2%	-1.2%	-4%	-6%
- CCn1cc(C2=NC(C)(C)CO2)c2ccccc21
  -3%[46.1 µM]	-9%	7%	1%	8%	0.0%	8%	-6%
- CNC(=O)c1cc2ccc(OC)cc2oc1=O
  3%[46.1 µM]	15%	?	?	?	0.0%	?	0%
- CCCCNC(=O)C1CCN(Cc2ccc(OCc3ccccc3)cc2)CC1
  10%[46.1 µM]	-2%	-7%	-2%	0%	-1.0%	6%	0%
- CC1CN(S(=O)(=O)c2cccc3cnccc23)CCN1 (configuration not stated)
  8%[46.1 µM]	-2%	/	7%	-6%	-1.2%	-2%	/
- Cc1ccc(S(=O)(=O)c2c(C)cc(C)nc2N2CCCCC2)cc1
  ?	-14%	-6%	-15%	-15%	-0.2%	4%	-19%
- O=C(O)c1cccc(Cn2c(Cl)c(/C=N/NC(=O)c3cc4ccccc4cc3O)sc2=O)c1
  14%	?	-5%[15.4 µM]	10µM*	-3%	-2.1%	-10%	-9%
- CC1CN(C2=NC(=O)/C(=C/c3ccncc3)S2)CC(C)O1 (configuration not stated)
  -13%	4%	/	/	0%	0.0%	9%	4%
- CC1=NN(C(=O)c2ccccc2-n2cccc2)C(O)(C(F)(F)F)C1 (configuration not stated)
  6%	-5%	3%	11%	3%	0.1%	-3%	-2%
- Cc1sc2nc(COC(=O)CNC(=O)c3ccc(C(C)(C)C)cc3)[nH]c(=O)c2c1C
  21%	-19%	-13%	8.9µM*	-2%	0.8%	-2%	6%
- CCCCN(CCCNC(=O)C1CCN(S(=O)(=O)CC)CC1)c1ccccc1
  ?	10%	2%	6%	1%	2.0%	3%	-3%
- CC(=O)C1C(c2ccc(C)cc2)c2c(n[nH]c2C)CC1(C)O (configuration not stated)
  -2%[46.1 µM]	-5%	-1%	4%	-2%	-3.8%	2%	9%
- O=C(Nc1cccc(O)c1)c1cc(S(=O)(=O)N2CCCC2)ccc1Cl
  -15%[46.1 µM]	-11%	-4%	5µM*	0%	-0.2%	24%	-1%
- Cc1ccc(O)c(C(=O)c2cnc3c(c2)c(-c2ccc(F)cc2)c(C#N)c(=O)n3C)c1
  -50%	-12%	-8%	-4%	-6%	-1.5%	0%	5%
- CCNc1nc(-c2cc(C)n(Cc3ccco3)c2C)cs1
  -20%	-19%	-9%	?	-1%	-0.9%	-5%	-25%
- O=C(CCN1CCN(c2ccccc2)CC1)NNC(=O)c1cccc2ccccc12
  14%	-1%	3%	?	-3%	17%	-2%	-4%
- O=[N+]([O-])c1ccc(N2CCN(Cc3ccccc3)CC2)c(S(=O)(=O)N2CCOCC2)c1
  -15%[46.1 µM]	-14%	2%	?	-13%	0.0%	3%	1%
- CCCNC(=O)COc1ccc2c(=O)c(Oc3ccccc3F)coc2c1
  3%	-8%	-2%	1%	3%	-1.1%	-3%	3%
- NNC(=O)c1csc(-c2ncc(C(F)(F)F)cc2Cl)n1
  -2%[7.67 µM]	-10%	/	/	-2%	-0.3%	6%	?
- N#Cc1cc2c(nc1SCc1ccccc1)CCC2
  ?	-8%	2%	?	-1%	-4.9%	-1%	0%

High-throughput results from PubChem BioAssay.
